# MCF10A rerep: induces DNA re-replication in MCF 10a normal breast cells. AID 624296. Potency, µM (titrated, usually from 46.1 µM), inactives show top-dose activity, positive = re-replication, usual class: activators. 350,000 compounds, 2.9% hits. MCF 10A DNA re-replication, Hoechst nuclear intensity, 48 h; note: potency is the fitted concentration of half-maximal effect; % of control where 0% means no effect; nearly all actives have a fitted effect of over 50% in size
# HT1080-NT tox: kills 2HG-producing HT-1080-NT fibrosarcoma cells. HT-1080-NT fibrosarcoma viability, CellTiter-Glo ATP luminescence, 48 h. Potency, µM (highest dose often 46.1 µM), for inactives: at the highest dose activity, negative = less viability, most hits filed as cytotoxic. 360,000 compounds, 1.6% hits. AID 686970;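 note: NT is the 2HG producing partner of a matched IDH1 knockdown line; potency is the fitted concentration of half-maximal effect; 0% = DMSO-treated cells and -100% = media-only wells without cells; nearly all actives have a fitted effect of over 55% in size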
#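 750 cells/well, RPMI + 5% FBS; 2 h settle, compound pin-transfer, 48 h at 37 degrees C. CellTiter-Glo 10 min RT, luminescence. Normalized to DMSO and media-only wells.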
# HepG2 viability: counter-screen for TGF-b inhibitors: cytotoxicity in HepG2 cells. HepG2 CAGA-GFP viability, ATP luminescence, 18 h. Potency, µM (doses to about 46.1 µM), inactives show top-dose activity change, negative = cytotoxicity, usual class: cytotoxic. 410,000 compounds, 0.76% hits. AID 588856; note: potency is the fitted concentration of half-maximal effect; some results filed as inactive show a strong effect at the top dose
#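 CellTiter-Glo luminescence gave cytotoxicity after 18 hours at 37 degrees C. The cells were HepG2 CAGA-GFP in 1% FBS DMEM, stimulated with 500 pg/mL TGF-beta after compound addition. %Activity was normalised to no-cell wells (complete cell-killing) and DMSO (no toxicity), and curves were fitted and classified.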
# IL1B secr inh: inhibitors of inflammasome signaling (IL-1 beta secretion); activity change, % at 57.5 µM; 360,000 compounds, 4.7% hits; THP-1 LPS/ATP IL-1B secretion, AlphaLISA, 16 h; active compounds read low; in the data active = activity change below about -50%; inconclusive = mostly about -30% to -49%; note: % is set by controls: 0 for no effect and ±100 for the full control effect
#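 THP-1 cells pretreated 1 hr with compounds (up to 57.5 uM final), then stimulated with LPS (250 ng/mL final) plus ATP (1.25 mM final); secreted IL-1B measured by AlphaLISA after 16 hr, decreased signal indicating inhibition.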
# HT1080 IDH1KD tx: kills HT-1080 cells with IDH1 knockdown. HT-1080 IDH1 knockdown viability, ATP luminescence, 48 h. Potency, µM (top dose mostly 46.1 µM), for inactives: at the top dose activity, negative = toxicity, hits mostly cytotoxic. 360,000 compounds, 2% hits;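 note: potency is the fitted concentration of half-maximal effect; 0% = DMSO wells and -100% = cell-free medium wells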
#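 Assay cells: HT-1080 with IDH1 knockdown, 750 per well, RPMI/5% FBS. Exposure: 48 h at 37 °C following 2 h pre-incubation. Read: CellTiter-Glo luminescence; fitted concentration-response, curve class assigned.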
# S2 tox: cell viability loss in ATXN counter-screen | 400,000 compounds, 0.49% hits | S2 cells (HEK-293 line with an ATXN2-luciferase reporter) viability, CellTiter-Fluor protease fluorescence, 24 h | Potency, µM (doses to about 56.7 µM), usual class: cytotoxic | AID 651635; note: potency is the fitted concentration of half-maximal effect; nearly all actives have a fitted effect of over 40% in size
# SW480 rerep: DNA re-replication induction in SW480 cells; SW480 DNA re-replication, Hoechst DNA content imaging, 48 h; Potency, µM (series often up to 46.1 µM), without a hit: at the top dose re-replication activation, hits mostly activators; 340,000 compounds, 1.8% hits; AID 624297; note: potency is the fitted concentration of half-maximal effect; % of control where 0% means no effect; nearly all actives have a fitted effect of over 55% in size
#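 SW480 cells exposed to compounds for 48 hr at 37 C, 5% CO2, then Hoechst-stained 40 min. Nuclear DNA content imaged by fluorescence scanning (405 nm excitation, 500-530 nm emission); re-replication scored as increased high-intensity nuclei.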
# KB-3-1 tox: KB-3-1 parental cell cytotoxicity | KB-3-1 viability, CellTiter-Glo ATP luminescence, 72 h | Potency, µM (titrated, usually from 46.1 µM), without a hit: top-dose activity change, negative = cytotoxic, actives largely listed as cytotoxic | 400,000 compounds, 1.4% hits | AID 1347075; note: potency is the fitted concentration of half-maximal effect; % is set by controls: 0 for no effect and ±100 for the full control effect; nearly all actives have a fitted effect of over 60% in size
#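 Screening of KB-3-1 cells (DMEM, 10% FBS, phenol-red free) ran from lowest to highest compound concentration; after 72 h at 37 °C viability was read luminescently and curves fitted.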
# ATXN2 expr inh: ATXN2 expression inhibition. HEK-293 ATXN2-luciferase reporter, luminescence, 24 h. Potency, µM (titrated, usually from 57 µM), without a hit: at the top dose activity change, negative = inhibition, hits mostly inhibitors. 360,000 compounds, 0.72% hits; note: potency is the fitted concentration of half-maximal effect; % is set by controls: 0 for no effect and ±100 for the full control effect; nearly all actives have a fitted effect of over 55% in size
#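 qHTS (up to 57 uM final) was run with 24 h compound exposure of reporter cells at 37 °C. Each well was multiplexed: SteadyGlo luminescence measured ATXN2-luciferase expression after a fluorogenic Gly-Phe-AFC viability readout (25 uM final).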
# Numbers without * were called inactive; i = inactive; ? = inconclusive; . = no result given; & = joins results of further samples; [ ] = remark or other dose. Unless noted, calls come from the whole dose curve; as a rule, active = well fitted curve in the direction sought with a large enough effect; inconclusive = small, poorly fitted or top-dose-only effect, or another doubt; inactive = no such curve, though single readings can be large; an effect the other way counts as inactive or inconclusive.
SMILES,MCF10A rerep,HT1080-NT tox,HepG2 viability,IL1B secr inh,HT1080 IDH1KD tx,S2 tox,SW480 rerep,KB-3-1 tox,ATXN2 expr inh
CCN(CC)CCNC(=O)Cn1ncc2c3ccccc3n(Cc3ccccc3C)c2c1=O,.,.,16µM*,.,.,?,.,0%,0%
CC(=O)N1CCN(C(=O)c2ccc(-c3ccccc3Cl)o2)CC1,-2%,0%,-6%,3,-2%,i,-5%,4%,.
C=CCNC(=S)N1CCN(Cc2ccc3c(c2)OCO3)CC1,-5%,3%,-20%,-1,5%,i,0%,1%,.
COC(=O)CSc1nnc2c3c4c(sc3nc(-n3nc(C)cc3C)n12)COC(C)(C)C4,-5%,2%,2%,-2,1%,i,-3%,11%,-8%
COc1ccc(C#Cc2c(-c3ccc(OC)cc3)oc3ccc(-c4ccc5c(c4)OCO5)cc23)cc1,-6%,2%,-2%,15,26%,i,7%,9%,11%
O=C(OCC(=O)c1ccccc1Cl)c1cnccn1,12%,-2%,-9%,0,-2%,i,1%,17%,-8%
CCOc1cc(/C=N/NC(=O)c2nnn(-c3nonc3N)c2C)ccc1OCc1cccc(F)c1,12%,1%,-11%,-8,1%,?,-3%,8%,.
Cc1c(Br)c(C(F)(F)F)nn1CC(=O)N(C)C1CCCCC1,-11%,5%,5%,12,-12%,?,?,1%,8%
COc1ccc(NC(=O)CN(C)C(=O)c2cccc(S(=O)(=O)N3CC4(C)CC3CC(C)(C)C4)c2)cc1 (stereo unspecified),?,-16%,-3%,-72*,-10%,?,26%,-2%,-2%
NS(=O)(=O)c1cc2c(cc1Cl)NC(C1C[C@H]3C=C[C@@H]1C3)NS2(=O)=O (stereo partly specified),-2%&5%,-14%,3%,-16,2%,i,-9%&-18%,0%,0%
CCn1cc(/C=C(\NC(=O)c2ccc(OC)c(OC)c2)C(=O)N2CCN(C)CC2)c2ccccc21,6%,0%,3%,-12,3%,i,0%,-5%,-8%
c1ccc(Cn2c3ccccc3c3nnc(SCCN4CCCCC4)nc32)cc1,2%,9%,-9%,.,5%,i,7%,-20%,-20%
COc1ccc2[nH]c(C)c(CN3CCCCC3)c(=O)c2c1,-6%,26%,3%,13,9%,i,2%,19%,0%
NS(=O)(=O)c1ccc(NC(=S)NCc2ccc3c(c2)OCO3)cc1,0%,-11%,-21%,24,-12%,i,-2%,-12%,3%
Cc1ccccc1C(=O)NCC(=O)OC(C)C(=O)Nc1ccnn1C(C)C (stereo unspecified),13%,9%,-1%,7,1%,i,3%,9%,7%
N#CC1=C(SCC(N)=O)NC(=O)CC1c1cccc2ccccc12 (stereo unspecified),-6%,1%,9%,16,-9%,i,-31%[inhibitor],-4%,0%
O=S1(=O)c2ccc(Br)cc2OC(COCc2ccccc2)CN1Cc1ccccc1 (stereo unspecified),-6%,2%,-3%,-2,12%,i,?,-2%,3%
O=c1[nH]c(=S)[nH]c2c1C(c1ccc(Cl)c(Cl)c1)OC(CCc1ccccc1)C2 (stereo unspecified),.,?,.,-19,?,i,.,?,?
CCn1c(O)c(C#N)c(C)cc1=O,0%,18%,-15%,16,15%,i,12%,26%,-5%
O=C1[C@H]2[C@@H](C3CC3)N3C(=O)CN(Cc4ccccn4)C(=O)[C@@]3(Cc3ccccc3)[C@H]2C(=O)N1c1ccccc1,-1%,5%,11%,28,-1%,i,0%,21%,1%
COC(=O)c1ccccc1S(=O)(=O)N(CCCO)Cc1cc2c(C)ccc(C)c2[nH]c1=O,1%,-3%,-30%,-3,?,i,-5%,17%,-6%
Cc1cccc(C(=O)Oc2ccc(/C=N/NC(=O)c3ccncc3)cc2)c1,-2%,1%,-1%,10,8%,i,1%,-6%,1%
CCOC(=O)c1sc(NC(=O)CSC(=S)N2CCOCC2)nc1C,-1%,-20%,3%,-5,-27%,i,-7%[9.22 µM],5%,4%
C=C(C)Cn1c(SCC(=O)Nc2cccc(C)c2)nc2sc3c(c2c1=O)CCCC3,.,.,-33%,.,.,i,.,-3%,-9%
O=C(/C=C/c1ccccc1)NCCS(=O)(=O)N1CCN(c2ccc(F)cc2)CC1,2%,-10%,1%,-11,-10%,i,-2%,-1%,-6%
O=C(NCc1cccnc1)c1ccc(Cl)c(S(=O)(=O)Nc2ccccc2C(=O)NCc2cccnc2)c1,4%,4%,-6%,60,6%,i,-4%,3%,-9%
CCCCCC(=O)N/N=C/c1ccccc1[N+](=O)[O-],9%,6%,-2%,-3,1%,i,-1%,30%,18%
CCn1nc(C)c(Br)c1C(=O)Sc1ccccc1Cl,18µM*,16µM*,-49%,-28,?,i,23%,13%,-3%
Cc1cccc(Cn2nnc3ccccc32)c1O,-2%,9%,22%,16,5%,i,1%,-5%,9%
CC(OC(=O)CNC(=O)c1ccco1)C(=O)N(C)c1ccccc1 (stereo unspecified),17%,-6%,0%,16,10%,i,-14%,1%,.
COc1ccc(S(=O)(=O)N(C)C)cc1NC(=O)COc1ccc2c(c1)CCC2,.,-9%,-41%,49,-11%,?,.,?,.
CC(C)CC(N)c1csc(Nc2ncccn2)n1 (stereo unspecified),.,?,-23%,-15,?,?,.,-3%,?
COc1ccc(C2=NOC(COc3ccc([N+](=O)[O-])cc3)C2)cc1 (stereo unspecified),?,1%,5%,-22,-3%,i,2%,-10%,?
O=C(/C=C/c1ccc([N+](=O)[O-])cc1)c1ccco1,7%,-5%,-15%,0,-1%,i,?,-4%,2%
O=C(Nc1ncccn1)c1ccc([N+](=O)[O-])o1,9.2µM*,?,-47%,-90*,?,i,?,?,-17%
Cc1ccc(-n2ncc3c(NCCO)ncnc32)cc1Cl,.,.,-3%,.,.,?,.,-4%,35%[activator]
C/C(=N\NC(=O)c1ccccc1O)c1ccc(Br)s1,7%,?,-46%,-10,15µM*,i,.,-14%,17%
O=C(COC(=O)C1=COCCO1)Nc1ccc(F)cc1,-3%,4%,-1%,12,12%,i,-7%,25%,5%
CN(C)C(/C=C/Nc1ccc(F)cc1)=C(C#N)C#N,?,17%,-8%,24,17%,i,-16%,1%,15%
COc1ccc(C)c2sc(N3CCN(C(=O)c4ccco4)CC3)nc12,.,.,-17%,.,.,i,.,17%,-14%
C[C@@H]1CN([C@@H](C)CO)C(=O)CCCn2cc(nn2)CO[C@H]1CN(C)S(=O)(=O)c1ccc(Cl)cc1,.,12%,-6%,-13,-7%,i,.,13%,7%
C/C(=N\NC(=O)c1cc(-c2ccc(Br)s2)[nH]n1)c1ccncc1,?,-21%,-40%,?,-17%,i,?,1%,-18%
CNC(=S)N1CCn2cccc2C1c1cc(OC)c(OC)c(OC)c1 (stereo unspecified),15%,1%,2%,26,3%,i,5%,1%,-11%
Cc1ccc(S(=O)(=O)Nc2nc(N)n(-c3ccccc3)n2)cc1,-1%,16%,-5%,11,20%,i,-7%,14%,-9%
COc1ccccc1OCCNC(=O)c1cccc(S(=O)(=O)NCc2ccccc2)c1,20%,-7%[9.24 µM],-5%,0,-23%,i,14%,?,?
Cc1cc(Oc2ccccc2)nc(N2CCOCC2)n1,21%,-4%,-36%,-3,-1%,i,-5%,-5%,9%
Cc1c(Nc2cc(Cl)c3nonc3c2[N+](=O)[O-])c(=O)n(-c2ccccc2)n1C,?,3.7µM*,-84%,-105*,?,28µM*,-1%,?,?
COCCn1c(SCC(=O)Nc2ccc(NC(C)=O)cc2)nc2c([nH]c3ccccc32)c1=O,?,-20%,11%,i,-4%,?,1%,?,17%
Cc1ccc(N2C(=O)N(CC(=O)NC(c3ccccc3)c3ccccc3)C(=O)C2C)cc1 (stereo unspecified),-1%,4%,-3%,28,0%,i,-3%,-3%,25%
O=C(/C=C/c1ccccc1Cl)OCC(=O)c1ccc[nH]1,12%,0%[9.24 µM],-5%,-6,-2%,i,2%,12%,8%
COc1ccc(/C=C/C(=O)N(C)C2CCCCC2)cc1Br,?,-4%,-6%,-68*,-18%,?,-3%,?,15%
Cc1oc2cc(Br)c(O)c(Br)c2c1-c1ccccc1,?,-18%,-66%,-12,?,i,-5%,?,168%[activator]
CCOC(=O)c1sc(C(=O)OCC)c(OCCO)c1OCCO,4%,-4%,0%,13,-1%,i,-6%,-4%,1%
O=[N+]([O-])c1cc2c(c3cccnc13)COCO2,?,0%,-5%,-10,-19%,i,-4%,21%,-21%
CCOC(=O)CSC1=C(C#N)C(=O)NC2(CCCCC2)S1,8%,1%,0%,-16,-2%,i,2%,-19%,0%
O=C(CCc1nnc(CCC2CCCCC2)o1)NCCc1ccccn1,0%,2%,-37%,11,-3%,i,-9%,3%,-7%
NC(=O)c1cccc(-c2ccnc3c2CC(C(=O)NCc2ccco2)O3)c1 (stereo unspecified),.,?,2%,58,4.1µM*,i,.,6.5µM*,10%
COc1ccc(NC(=O)C2=CN3CCS(=O)(=O)N=C3C=C2)c(OC)c1,-3%,17%,-10%,23,0%,.,0%,-1%,.

# Already shown: four of the compounds above.
SMILES,MCF10A rerep,HT1080-NT tox,HepG2 viability,IL1B secr inh,HT1080 IDH1KD tx,S2 tox,SW480 rerep,KB-3-1 tox,ATXN2 expr inh
CCOC(=O)CSC1=C(C#N)C(=O)NC2(CCCCC2)S1,8%,1%,0%,-16,-2%,i,2%,-19%,0%
O=C(CCc1nnc(CCC2CCCCC2)o1)NCCc1ccccn1,0%,2%,-37%,11,-3%,i,-9%,3%,-7%
NC(=O)c1cccc(-c2ccnc3c2CC(C(=O)NCc2ccco2)O3)c1 (stereo unspecified),.,?,2%,58,4.1µM*,i,.,6.5µM*,10%
COc1ccc(NC(=O)C2=CN3CCS(=O)(=O)N=C3C=C2)c(OC)c1,-3%,17%,-10%,23,0%,.,0%,-1%,.

# High-throughput results (PubChem)
